# Screens as filed in PubChem BioAssay.
# HEK293 cAMP ctrl: raises cAMP in parental HEK293 cells, TSHR agonist counter-screen; Potency, µM (series often up to 57.1 µM), inactives show at the top dose activation, hits mostly activators; parental HEK293 CNG cAMP sensor, membrane potential fluorescence; actives 2.5% (n = 73,000); note: potency is the fitted concentration of half-maximal effect; % of control where 0% means no effect; nearly all actives have a fitted effect of over 55% in size
#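 Parental HEK 293 cells stably expressing a modified CNG channel (no TSHR) report cAMP rise as membrane depolarization. Membrane potential dye with 100 uM RO 20-1724 was loaded for 60 min at room temperature, then compound added for 30 min; fluorescence read at 590 nm.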
# BRCT PPI green: blocks human BRCA1 BRCT binding to phosphopeptide, green readout; BRCA1 BRCT-phosphopeptide binding, green fluorescence polarization; actives 0.05% (n = 75,000); Potency, µM (doses to about 76.9 µM), for inactives: at the top dose activity change, negative = inhibition, hits mostly inhibitors;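 note: potency is the fitted concentration of half-maximal effect; plate controls were peptide without protein for full effect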
#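 Compounds were incubated for 12 min at room temperature with a complex of 100 nM fluorescein-tagged pBACH1 decapeptide and 250 nM His-tagged BRCT protein. Buffer was phosphate pH 7.3 with EDTA, DTT and Tween 20. Disruption of binding lowers the polarization signal.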
# Caspase-7 inhib: allosteric or competitive inhibitors of human caspase-7 | Potency, µM (titrated, usually from 57.5 µM), without a hit: at the top dose activity change, negative = inhibition, actives largely listed as inhibitors | actives 0.02% (n = 75,000) | P55210 | recombinant caspase-7, Ac-DEVD-AFC fluorescence rate | AID 889; active = well fitted inhibition curve with a large enough effect in the main read-out, with a control signal flat, not every such curve was filed as active; inconclusive = small, poorly fitted or top-dose-only effect, or a change in a side signal; note: potency is the fitted concentration of half-maximal effect; % of control where 0% means no effect
# Target sequence (P55210 24-198 limits assumed): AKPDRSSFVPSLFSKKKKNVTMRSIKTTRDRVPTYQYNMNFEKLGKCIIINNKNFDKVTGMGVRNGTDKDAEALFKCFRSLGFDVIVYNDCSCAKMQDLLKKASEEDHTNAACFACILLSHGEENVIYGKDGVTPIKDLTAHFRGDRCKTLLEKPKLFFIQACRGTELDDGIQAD
# Target sequence (P55210 207-303 limits assumed): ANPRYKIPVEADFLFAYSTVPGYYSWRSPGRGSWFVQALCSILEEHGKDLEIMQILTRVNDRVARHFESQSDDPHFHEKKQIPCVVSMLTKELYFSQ
# GFP derepression: epigenetic modulators derepressing GFP locus in mouse cells. mouse C127i GFP locus derepression, cytometry, 30 h. Potency, µM (top dose mostly 46.1 µM), for inactives: at the highest dose GFP derepression (activation). actives 0.09% (n = 68,000); note: % of control where 0% means no effect
#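 Read-out is the number of GFP-positive cells, scored as fluorescent objects 20 to 120 um wide, reflecting derepression of a silenced CMV-GFP reporter in murine C127i cells after 30 h compound exposure at 37 C.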
# USP2a inhib: inhibitors of human ubiquitin-specific protease USP2a | O75604 | USP2a enzymatic assay, qHTS inhibition | Potency, µM (doses to about 38.3 µM), for inactives: top-dose activity change, negative = inhibition, actives largely listed as inhibitors | actives 0.1% (n = 60,000) | AID 927;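 note: potency is the fitted concentration of half-maximal effect; nearly all actives have a fitted effect of over 60% in size; plate controls were DMSO for no effect and NEM full inhibition control for full effect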
#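 20 nM USP2 core + cpd, 30 min RT; add 20 nM Ub-PLA2/20 uM NBD C6-HPC; read Ex460/Em535 at 0 h and 2.5 h. Normalized to NEM; qHTS curve fit/classification.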
# Fluorescein fluor: fluorescein region autofluorescence; Compound autofluorescence, 480/540 nm, fluorescein-equivalent; hits give high values; max fluorescein-equivalent concentration, M; actives 0.91% (n = 59,000); in the data active = max fluorescein-equivalent concentration above about 10 nM; inconclusive = between about 1.1 nM and that limit
#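 Fluorescein stocks ranging 3 mM down to 300 nM, plus DMSO blanks, were pinned alongside compounds to build a per-plate standard curve. Buffer: 100 mM Tris, pH 8.0. Incubation 15 min, room temperature; filters 480/540 nm.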
# UbGFP stabilizer: inhibits proteasome, raising ubiquitin-GFP reporter fluorescence; Ubiquitin-GFP reporter cells, proteasome inhibition, GFP fluorescence; response scale: untreated = 0%, 10 µM MG-132 = 100%; 67,000 tested, under 10 active; Potency, µM (highest dose often 45.9 µM), inactives show at the top dose activation (GFP accumulation), hits mostly activators; active = well fitted activation curve with a large enough effect, not every such curve was filed as active; inconclusive = small, poorly fitted or top-dose-only effect, or another doubt; inactive = no such curve, though single readings can be large or run the other way; note: potency is the fitted concentration of half-maximal effect
#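 U2OS cells stably expressing ubiquitin(G76V)-GFP, seeded overnight in 0.5% FBS medium, were exposed to compounds (qHTS, 46 uM to 2.9 nM) for 4 hr at 37 °C. GFP-positive cells were counted by laser cytometry (488 ex/515 em), normalized between basal and 10 uM MG-132.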
# A350 fluor: compounds fluorescent in Alexa 350 spectral region; Compound autofluorescence, 340/450 nm, Alexa 350 dye-equivalents; hits give high values; max dye-equivalent concentration, M; actives 11% (n = 59,000); in the data active = max dye-equivalent concentration above about 10 nM; inconclusive = mostly about 1.1 nM to 9.6 nM
# Caspase-1 inhib: blocks human caspase-1 allosterically or competitively; P29466; Caspase-1 enzyme, Ac-WEHD-AFC fluorogenic rate; Potency, µM (series often up to 57.5 µM), for the others: top-dose activity change, negative = inhibition, usual class: inhibitors; actives 0.03% (n = 75,000);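 note: potency is the fitted concentration of half-maximal effect; plate controls were vehicle for no effect and no substrate for full effect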
# Target sequence (P29466 120-297 limits assumed): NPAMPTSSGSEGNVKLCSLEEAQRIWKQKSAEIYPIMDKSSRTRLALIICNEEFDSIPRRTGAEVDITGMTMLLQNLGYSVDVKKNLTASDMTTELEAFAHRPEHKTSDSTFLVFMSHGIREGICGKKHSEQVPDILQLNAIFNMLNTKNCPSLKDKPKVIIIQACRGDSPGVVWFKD
# Target sequence (P29466 317-404 limits assumed): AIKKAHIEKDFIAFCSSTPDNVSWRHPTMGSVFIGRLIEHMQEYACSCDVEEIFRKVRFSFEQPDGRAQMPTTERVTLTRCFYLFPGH
# 4MU fluor: compound fluoresces in the 4-MU spectral region; compound autofluorescence, 340/450 nm, 4-MU equivalents; hits give high values; max dye-equivalent concentration, M; actives 11% (n = 59,000); AID 589; in the data active = max dye-equivalent concentration above about 10 nM; inconclusive = mostly about 1.1 nM to 9.6 nM
#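 Intrinsic fluorescence at 340/450 nm (ex/em) was read after 15 min at room temperature in pH 8.0, 100 mM Tris. Each compound concentration expressed as 4-MU-equivalent concentration from a six-point 4-MU standard series on each plate.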
# BRCT inh red: inhibitors of human BRCA1 BRCT-phosphoprotein interaction (red fluorophore); P38398; BRCT-phosphopeptide binding, red fluorescence polarization; Potency, µM (titrated, usually from 76.9 µM), without a hit: at the top dose activity change, negative = inhibition, hits mostly inhibitors; actives 0.03% (n = 75,000); AID 892; note: % is set by controls: 0 for no effect and ±100 for the full control effect
#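 Fluorescence polarization: 100 nM His-tagged BRCA1 BRCT with 100 nM TAMRA-labelled phospho-BACH1 decapeptide, phosphate buffer pH 7.3 with 150 mM NaCl, DTT, 0.01% Tween 20; 12 min RT. Binding inhibition seen as FP decrease.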
# The depositor's hits bear a star; i = inactive; ? = inconclusive; / = not tested or not shown; & = joins results of further samples; [ ] = dose if it differs, or a comment. Unless noted, calls come from the whole dose curve; as a rule, active = well fitted curve in the direction sought with a large enough effect; inconclusive = small, poorly fitted or top-dose-only effect, or another doubt; inactive = no such curve, though single readings can be large; an effect the other way counts as inactive or inconclusive. This is a subset; rates above refer to the full screens.
SMILES	HEK293 cAMP ctrl	BRCT PPI green	Caspase-7 inhib	GFP derepression	USP2a inhib	Fluorescein fluor	UbGFP stabilizer	A350 fluor	Caspase-1 inhib	4MU fluor	BRCT inh red
CCCCN1C(=O)NC(=O)C2(Cc3cc(C)ccc3N(C)C2)C1=O (configuration not stated)	3%	-1.2%	0%	-3%	-1%	i	10%	i	1%	i	0.1%
CN(C)c1ccc(NC(=O)CN2C(=O)CN=C(c3ccccc3)c3ccccc32)cc1	-7%	-1.5%	1%	1%	23%	?	-1%	i	1%	i	0.3%
Cc1ccc(C2CC(=O)C(C=NCCN3CCN(C(=O)Cc4ccccc4)CC3)=C(O)C2)cc1 (configuration not stated)	?	-0.4%	0%	-12%	18%	i	5%	i	1%	i	-0.4%
Cc1ncc(CC(=O)n2cc(C(=O)c3cc(Cl)ccc3O)cn2)s1	-12%	-0.7%	-2%	1%	44%[activator]	?	1%	?	2%	?	0.1%
O=C(Nc1cccnc1)c1c(O)c2c(n(Cc3ccccc3)c1=O)CCCC2	13µM*	0.4%	1%	4%	13%	i	4%	i	0%	i	-0.5%
COc1ccc(P2(=O)Nc3ccccc3N2)cc1	3%	0.6%	-4%	-2%	13%	?	/	i	-5%	i	1.0%
CCCC(C)C1(CC)C(=O)NC(=Nc2ccccc2OC)NC1=O (configuration not stated)	17%	-1.8%	-2%	4%	17%	?	/	i	-3%	i	-0.2%
CCC12C=CCN3CCC4(c5ccc(OC)cc5N(C)C4[C@@](O)(C(=O)OC)C1OC(C)=O)C32 (some centres not stated)	/	0.1%	0%	/	10%	/	/	/	-3%	/	-1.3%
CN1CCC(N(C)c2nc(-c3ccccc3)nc3ccccc23)CC1	-25%	2.0%	-1%	8%	21%	i	-1%	i	-2%	i	-1.3%
COc1ccc(C(CC(=O)N2CCC3(CC2)OCCO3)NS(=O)(=O)c2ccc(C)cc2)cc1 (configuration not stated)	6%	-3.9%	0%	0%	6%	i	-1%	i	-1%	i	1.0%
O=C(Cc1ccccc1)OCc1ccccc1	16%	-5.6%	-1%	/	/	/	/	/	-1%	/	1.1%
Oc1ccc(Cl)cc1	-4%	-2.4%[3.08 µM]	-3%	/	-5%	/	/	/	1%	/	-0.7%
O=[N+]([O-])c1ccc(O)c([N+](=O)[O-])c1	17%	-0.8%	-11%	/	26%	/	/	/	-3%	/	0.8%
COc1cc(OC)cc(-n2nc(C(=O)N3CCC4(CC3)OCCO4)c3ccccc3c2=O)c1	3%	-1.9%	1%	0%	2%	i	1%	i	-2%	i	-0.9%
CC(=NCCCN1CCOCC1)c1c(O)n(-c2ccccc2C)c(=O)[nH]c1=O	2%	-3.0%	0%	6%	-2%	i	-1%	i	-1%	i	0.4%
O=C(O)CN1C(=O)CN=C(c2ccccn2)c2cc(Cl)ccc21	2%[11.4 µM]	0.0%[15.4 µM]	0%[11.5 µM]	-1%[9.22 µM]	/	i	-2%[9.17 µM]	?	-2%[11.5 µM]	i	-0.8%[15.4 µM]
COC(=O)[C@H]1C(=O)c2ccccc2O[C@@](C(=O)OC)(c2ccccc2)[C@@H]1c1ccccc1	5%[11.4 µM]	0.2%[15.4 µM]	1%[11.5 µM]	/	/	/	/	/	4%[11.5 µM]	/	0.1%[15.4 µM]
COC[C@H]1OC(=O)c2coc3c2[C@@]1(C)C1=C(C3=O)[C@H]2CCC(=O)[C@@]2(C)C[C@H]1OC(C)=O	16%	3.8%	-16%	3%	-16%	/	0%	/	-8%	/	-19%
O=C1CC(N2CC=C(c3ccccc3)CC2)C(=O)N1c1ccc(F)cc1 (configuration not stated)	?	-2.7%	-6%	-3%	/	/	-9%	/	-6%	/	1.0%
CCCC(C)n1[nH]c(=O)c2c1NC(=O)CSC2c1ccc(OC)c(OC)c1 (configuration not stated)	0%	-1.1%	0%	5%	-3%	i	7%	i	1%	i	-1.1%
CC(=NCCC1=CCCCC1)c1c(O)[nH]c(=O)[nH]c1=O	?	1.0%	-2%	16%	-3%	?	0%	i	-1%	i	-0.7%
CC(C)N(C(=O)CCl)c1ccccc1	/	-1.4%	0%	/	-16%	/	/	/	3%	/	1.8%
CCCN1CCc2cc(O)cc3c2[C@H]1Cc1ccc(O)c(O)c1-3	-6%	-0.8%	-3%	-3%	-1%	?	6%	1.6e-08M*	-3%	1.8e-08M*	-1.5%
NC(=O)c1ccc(OC[C@H](O)CN2CC=C(c3ccc(F)cc3)CC2)cc1	10%	-2.9%	2%	1%	11%	i	1%	i	2%	i	-2.0%
O=c1[nH]c(=O)n(Cc2ccc(F)cc2)c(O)c1C=NCCCN1CCOCC1	14%	-0.5%	-1%	4%	3%	i	-2%	?	-1%	?	-0.3%

# The closing 3 entries of the part above are carried over, then new ones follow.
SMILES	HEK293 cAMP ctrl	BRCT PPI green	Caspase-7 inhib	GFP derepression	USP2a inhib	Fluorescein fluor	UbGFP stabilizer	A350 fluor	Caspase-1 inhib	4MU fluor	BRCT inh red
CCCN1CCc2cc(O)cc3c2[C@H]1Cc1ccc(O)c(O)c1-3	-6%	-0.8%	-3%	-3%	-1%	?	6%	1.6e-08M*	-3%	1.8e-08M*	-1.5%
NC(=O)c1ccc(OC[C@H](O)CN2CC=C(c3ccc(F)cc3)CC2)cc1	10%	-2.9%	2%	1%	11%	i	1%	i	2%	i	-2.0%
O=c1[nH]c(=O)n(Cc2ccc(F)cc2)c(O)c1C=NCCCN1CCOCC1	14%	-0.5%	-1%	4%	3%	i	-2%	?	-1%	?	-0.3%
CCOC(=O)c1c(C)n(Cc2ccccc2)c2ccc(OCC(O)CN3C(=O)CNC3=O)cc12 (configuration not stated)	26%	7.1%	0%	4%	42%[activator]	i	1%	i	-2%	i	1.9%
O=c1[nH]c(=O)n([C@H]2C[C@H](O)[C@H](CO)O2)cc1/C=C\Br	?	-1.8%	2%	-3%	3%	i	-2%	i	-2%	i	-1.4%
CC(c1ccccc1)n1cncc1C(=O)N1CCCC1=O (configuration not stated)	-5%	-0.8%	2%	1%	/	i	2%	i	1%	i	0.9%
CCCCOc1ccc(CN2CCN(CCO)CC2)cc1	1%	0.7%	1%	-2%	-9%	/	0%	/	-1%	/	-0.6%
CCCC(C)(COC(N)=O)COC(N)=O	-2%	0.7%	-1%	/	/	/	/	/	-5%	/	0.7%
N[C@H](CCP(=O)(O)O)C(=O)O	?	-1.4%&2.8%	0%&3%	0%&0%&0%	0%	?	12%&1%&-5%	i	4%&-12%	i	-0.8%&-1.8%
CSc1nc(NC(C)C)nc(NC(C)C)n1	/	0.2%	3%	/	-9%	/	/	/	-1%	/	-1.7%
CC(C)CC(NC(=O)C1CCCCC1)C(=O)N1CCC2(CC1)OCCO2 (configuration not stated)	?	-2.5%	0%	-2%	8%	?	/	i	3%	i	-1.4%
COc1ccccc1CN1CCCCC1c1cccnc1 (configuration not stated)	18%	1.8%	-2%	0%	8%	?	11%	i	-2%	i	0.7%
CN(C)C(=O)Oc1ccc(OC(=O)N(C)C)cc1	-6%	-1.9%	0%	0%	2%	/	17%	/	0%	/	-0.7%
Cc1c(N)cccc1N	?	-2.4%	-15%	/	/	/	/	/	-10%	/	1.1%
O[C@@H]1CCCC[C@H]1N1CCC(c2ccccc2)CC1	1%&10%	-2.8%&-2.5%	-2%&2%	0%&1%	2%&-3%	?	0%&-2%	i	-4%&2%	i	0.1%&-1.4%
O=c1cccc2n1CC1CC2CN(c2ncnc3c2cnn3-c2ccccc2)C1 (configuration not stated)	-3%	1.8%	8%	4%	-9%	i	-4%	?	0%	i	-1.2%
CN(C)CCN=Cc1c(O)n(C2CCCCCC2)c(=O)[nH]c1=O	10%	-1.4%	-1%	2%	5%	i	/	i	-1%	i	-0.9%
O=c1[nH]cc(F)c(=O)[nH]1	?	-1.9%[3.08 µM]	1%	0%	-3%	?	-3%	i	-7%	i	0.8%
O=C(NCNC(=O)N[C@H]1C(=O)NC(=O)N1CO)N[C@H]1C(=O)NC(=O)N1CO	-1%[25.6 µM]	1.4%[34.4 µM]	-2%[25.7 µM]	-1%[20.6 µM]	-9%[17.1 µM]	i	-4%[20.5 µM]	i	-2%[25.7 µM]	i	-1.9%[34.4 µM]
C/C(=C\[C@@H](N)C(=O)O)CP(=O)(O)O	9%	-1.8%	-2%	1%	/	/	3%	/	-2%	/	0.9%
CC(=O)/C=C/c1ccccc1	7%	-1.4%	0%	/	/	/	/	/	1%	/	2.0%

# 2 consecutive records from above, quoted:
SMILES	HEK293 cAMP ctrl	BRCT PPI green	Caspase-7 inhib	GFP derepression	USP2a inhib	Fluorescein fluor	UbGFP stabilizer	A350 fluor	Caspase-1 inhib	4MU fluor	BRCT inh red
C/C(=C\[C@@H](N)C(=O)O)CP(=O)(O)O	9%	-1.8%	-2%	1%	/	/	3%	/	-2%	/	0.9%
CC(=O)/C=C/c1ccccc1	7%	-1.4%	0%	/	/	/	/	/	1%	/	2.0%
